LMPTP block – LMPTP (human) inhibition; 0.22% of 360,000 active; P24666; recombinant LMPTP-A, OMFP fluorogenic substrate, fluorescence intensity; inhibition, % at 20 µM; AID 651560;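 active = compounds that cut the enzyme signal by at least half of the control window in the single-dose screen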;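 also: plate controls were DMSO wells with enzyme plus substrate for no effect and substrate without enzyme for full effect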
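Assay system: LMPTP-A, protein tyrosine phosphatase of low molecular weight / Medium: pH 6.0 Bis-Tris buffer with DTT and Triton X-100 / Schedule: 50 min enzyme reaction at room temperature, protected from light / Measured by: endpoint fluorescence intensity from OMFP dephosphorylation / Read-out basis: % inhibition relative to no-enzyme and uninhibited control wells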
NadD inh – blocks S. aureus nicotinate mononucleotide adenylyltransferase; purified NadD enzyme, colorimetric absorbance read-out; inhibition, % at 20 µM; 0.78% of 360,000 active; in the data active = inhibition above about 26%; also: some compounds past the cut are filed as inactive
CSN inh – inhibitors of human CSN-mediated cullin deneddylation. 0.38% of 360,000 active. Purified CSN, SCF-Nedd8-OG deneddylation, fluorescence polarization. inhibition, % at 12.5 µM. Q92905;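 active = pattern-corrected inhibition above about 35%, with an unprinted fluorescence ratio check between 0.5 and 1.5, limit read from the data, passing the limit was not always enough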;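 also: 0% = enzyme with substrate and 100% = substrate without enzyme; some results filed as inactive read as strong as hits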
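Material: purified human Csn5 enzyme expressed in HEK293T cells / Medium: Tris buffer pH 7.5, NaCl, DTT, Tween-20, trehalose, ovalbumin / Compound dosing: 12.5 µM single point / Schedule: 90 min incubation of compound, enzyme and substrate at room temperature / Signal: fluorescence polarization of the substrate / Control set: no-enzyme wells high, enzyme-with-substrate wells low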
SUMO1-SIM PPI – modulators of human SUMO1-mediated protein-protein interactions; SUMO1 binding to a labelled peptide, TR-FRET, 1 h; inhibition, % at 20 µM; 0.33% of 360,000 active; AID 602429; in the data active = inhibition above about 37%
Rpn11 inh – blocks the human proteasome subunit Rpn11; human 26S proteasome, Ub4-pepOG fluorescence polarization; 20S core pre-blocked with epoxomicin; calls only at 20 µM; 0.59% of 360,000 active; AID 588493;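 active = inhibition at 20 µM, scaled to each plate's controls, above about 33%, limit read from the data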
DNMT1 block – DNMT1 (human) enzyme inhibition; 0.83% of 360,000 active; AID 588458; DNMT1 molecular beacon, Hinp1I cleavage, fluorescence; inhibition (reported as % activation of signal), % at 10 µM; P26358; in the data active = inhibition above about 50%
Target sequence (P26358 504-1616 limits assumed): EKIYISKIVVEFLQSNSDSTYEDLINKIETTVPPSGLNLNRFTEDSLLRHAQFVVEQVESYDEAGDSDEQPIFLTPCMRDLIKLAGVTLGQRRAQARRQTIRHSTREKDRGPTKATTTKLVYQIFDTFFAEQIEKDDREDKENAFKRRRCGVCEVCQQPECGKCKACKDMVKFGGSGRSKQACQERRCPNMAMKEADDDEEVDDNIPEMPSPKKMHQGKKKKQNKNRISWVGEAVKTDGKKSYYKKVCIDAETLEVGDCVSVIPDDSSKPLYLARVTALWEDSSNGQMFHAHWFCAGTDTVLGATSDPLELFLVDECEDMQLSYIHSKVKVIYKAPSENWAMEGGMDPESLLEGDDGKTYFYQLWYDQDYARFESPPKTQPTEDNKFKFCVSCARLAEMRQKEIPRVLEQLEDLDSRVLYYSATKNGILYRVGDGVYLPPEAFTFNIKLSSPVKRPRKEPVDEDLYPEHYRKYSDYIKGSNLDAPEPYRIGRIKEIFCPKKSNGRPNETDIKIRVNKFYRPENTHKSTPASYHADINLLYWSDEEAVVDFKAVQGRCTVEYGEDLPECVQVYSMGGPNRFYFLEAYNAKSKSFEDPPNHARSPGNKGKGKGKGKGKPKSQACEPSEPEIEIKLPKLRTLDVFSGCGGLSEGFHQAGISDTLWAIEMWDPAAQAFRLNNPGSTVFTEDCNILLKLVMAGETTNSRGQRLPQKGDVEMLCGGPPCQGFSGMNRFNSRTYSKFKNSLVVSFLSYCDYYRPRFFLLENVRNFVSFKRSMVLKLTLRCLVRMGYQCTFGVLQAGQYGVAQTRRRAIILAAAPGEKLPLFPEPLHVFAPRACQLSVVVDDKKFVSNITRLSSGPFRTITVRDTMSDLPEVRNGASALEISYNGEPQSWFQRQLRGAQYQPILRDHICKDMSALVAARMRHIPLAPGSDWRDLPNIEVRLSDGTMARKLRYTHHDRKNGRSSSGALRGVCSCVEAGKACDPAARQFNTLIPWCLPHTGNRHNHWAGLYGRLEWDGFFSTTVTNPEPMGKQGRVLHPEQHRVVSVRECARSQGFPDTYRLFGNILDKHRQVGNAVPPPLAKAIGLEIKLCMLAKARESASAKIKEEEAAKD
STEP block – blocks human striatal-enriched tyrosine phosphatase; P54829; recombinant STEP, OMFP fluorogenic substrate, fluorescence; inhibition, % at 20 µM; 0.25% of 360,000 active;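 active = inhibition at 20 µM, scaled per plate between control wells, above about 37%, limit read from the data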;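 also: 0% = DMSO with enzyme and substrate and 100% = substrate only without enzyme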
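System: STEP (striatal-enriched tyrosine phosphatase) enzyme, cell-free; medium: Bis-Tris pH 6.0 buffer with DTT, detergent; dosing: 20 µM, 1% DMSO; times: reaction 20 min, ambient temperature; detection: fluorescence, 480/540 nm; read-out basis: normalized % inhibition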
MLLE-PAM2 inh – blocks PAM2 peptide binding to the PABP1 MLLE domain; P11940; GST-MLLE / FITC-PAM2 fluorescence polarization; inhibition, % at 20 µM; 0.36% of 360,000 active; AID 588489; in the data active = inhibition above about 35%, passing the limit was not always enough;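 also: plate controls were DMSO wells with GST-MLLE for no effect and wells lacking GST-MLLE protein for full effect; some results filed as inactive read as strong as hits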
TbMetRS inhib – Trypanosoma brucei MetRS inhibition | purified T. brucei MetRS, ATP depletion, Kinase-Glo luminescence | inhibition, % at 11.9 µM | 0.4% of 360,000 active;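 active = inhibition above a per-plate cutoff of the control wells' mean inhibition plus 3 SD, cut at about 5.5% in these data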;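 also: 0% = DMSO wells median and 100% = median of wells with control inhibitor compound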
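Material – parasite MetRS enzyme · Medium – HEPES-MgCl2-KCl buffer plus DTT, spermine, BSA, pyrophosphatase · Reagent – ATP, methionine and E. coli bulk tRNA substrates · Times – 15 min enzyme-compound preincubation, 2 h reaction, 10 min detection, 25 °C · Measured by – luminescence of leftover ATP · Evaluation – percent inhibition relative to median high and low control wells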
Scp1 inh – blocks human Scp-1 phosphatase activity; Recombinant Scp1, phosphopeptide, malachite green phosphate absorbance; inhibition, % at 20 µM; 0.88% of 340,000 active;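 active = inhibition above about 50% at 20 µM, limit read from the data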;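 also: plate controls were DMSO wells with enzyme for no effect and wells lacking enzyme for full effect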
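System: SCP-1 catalytic domain; Reagent: Phospho 17-mer peptide substrate; Doses: one concentration, 20 µM, with 1.0% DMSO; Incubation: 45 min room-temperature reaction, 5 min colour, 30 min stabiliser; Signal: Phosphate-binding colour reagent, absorbance read at 630 nm.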
Active calls of the source: *; i = inactive; . = not tested or not shown.

Results follow in this order: NadD inh	MLLE-PAM2 inh	TbMetRS inhib	STEP block	DNMT1 block	Rpn11 inh	CSN inh	Scp1 inh	SUMO1-SIM PPI	LMPTP block
> O=C(NNC(=O)c1nc(Cl)ccc1Cl)c1ccc(F)cc1
  4	-7	-0.3	0	2	i	0	-2	-5	-1.3
> Cc1cc(Cl)c(OCCCNC2CCCC2)c(Br)c1
  -4	0	0.1	0	-1	i	4	-3	5	-0.3
> CC(=O)NC1=NN(C(C)=O)C(c2sccc2C)S1 (stereo not drawn)
  2	2	-0.8	0	-5	i	-5	1	-1	-0.1
> O=C(Nc1nnc(SCc2ccc(F)cc2)s1)c1ccc2c(c1)C(=O)N(c1ccccc1Cl)C2=O
  5	-18	-0.1	-3	-1	i	-4	-13	11	0.9
> COc1cccc(NC(=O)c2cnc(SC)nc2C)c1
  -1	-19	2.0	-1	-2	i	3	-7	0	0.0
> CCN1C(=O)CC(c2ccccc2)N(C2CCCC2)c2nc(Nc3ccc(C(=O)NC4CCN(C)CC4)cc3OC)ncc21 (stereo not drawn)
  1	-1	-0.1	3	-5	i	2	-11	-32	-3.8
> O=C(CN1CCN(S(=O)(=O)c2ccccc2)CC1)Nc1ccc2c(c1)OCO2
  1	-13	0.1	-1	-2	i	-1	-5	1	-0.5
> COc1ccccc1NC(=O)C(NC(=O)c1ccc(C)cc1)c1ccccc1 (stereo not drawn)
  -2	-7	1.0	4	-5	i	1	-2	0	-0.5
> O=C(O)c1cc2c(s1)-c1ccccc1CC2
  -4	0	-1.1	-5	1	i	1	-7	-8	-1.1
> O=C(c1cccc(S(=O)(=O)N2CCOCC2)c1)N(Cc1ccco1)Cc1cccs1
  8	-6	-0.6	0	2	i	4	-2	-5	1.2
> N=C1N(/N=C/c2ccccc2)C(=Nc2ccccc2)C(=S)N1c1ccccc1
  9	32	0.4	6	-12	i	0	7	-5	1.7
> COc1ccccc1NC(=O)c1cc2c(CO)cnc(C)c2oc1=Nc1cccc(C(N)=O)c1
  -8	-17	-0.8	-1	-4	i	3	-7	24	1.6
> O=c1c2cc(Br)ccc2[nH]c(=S)n1Cc1ccccn1
  4	-10	10*	-1	11	i	1	-7	2	-0.5
> CC(Oc1ccc(F)cc1)C(=O)Nc1ccccc1C(=O)N1CCCCC1 (stereo not drawn)
  1	12	0.6	0	4	i	-3	-7	-2	0.0
> CCSc1cc(N2CCCC2)nc(-c2ccc(C)cc2)n1
  8	2	0.1	3	-4	i	-1	-6	-2	1.2

(continued)
Results follow in this order: NadD inh	MLLE-PAM2 inh	TbMetRS inhib	STEP block	DNMT1 block	Rpn11 inh	CSN inh	Scp1 inh	SUMO1-SIM PPI	LMPTP block
> COc1ccccc1NC(=O)COC(=O)C1CCN(/C=C/C(=O)C(F)(F)F)CC1
  -2	-14	-0.4	-3	0	i	1	-2	0	1.2
> CCOc1ccc(NC(=O)COC(=O)c2ccc(S(=O)(=O)N3CCOCC3)cc2)cc1
  -9	5	-0.3	-1	4	i	-1	-13	4	-0.1
> O=C(Nc1cc(S(=O)(=O)N2CCOCC2)ccc1N1CCCC1)C1CC1
  -2	11	-0.5	-2	-3	i	-4	-4	-3	-0.2
> O=C(NCc1cccc(Cl)c1)C1Cc2c(-c3ccc(Cl)cc3)ccnc2O1 (stereo not drawn)
  -2	-5	0.0	-3	2	i	3	.	2	2.2
> COc1ccc(-n2c(COc3ccc(Cl)cc3)nnc2SCc2ccc(C#N)cc2)cc1
  9	-113	-0.8	-4	-9	i	-1	3	1	3.7
> COc1ccc(NC(=O)c2ccc(S(=O)(=O)N3CCCC3)cc2)cc1OC
  5	4	-0.6	1	-2	i	-6	-11	1	0.1
> Cc1ccc(-c2csc(NC(=O)c3ccc(S(=O)(=O)N4CCc5ccccc54)cc3)n2)cc1
  20	5	-0.2	3	-18	i	8	-16	-3	2.2
> Cc1cccc(-n2c(N)cc(=O)nc2SCC(=O)Nc2ccccc2)c1
  2	24	-0.3	-4	1	i	-4	-12	1	-0.8
> CS(=O)(=O)N(CC(=O)Nc1cccc(Cl)c1Cl)c1ccccc1
  1	-1	-0.8	2	-7	i	-1	0	-2	0.4
> CSc1ccc(NC(=O)Nc2ccc(C(=O)NCC(=O)O)cc2)cc1
  -3	5	-0.5	11	15	i	1	52*	10	39
> Cc1c(N2C(=O)SC(CC(=O)O)C2=O)c(=O)n(-c2ccccc2)n1C (stereo not drawn)
  3	25	-0.9	6	-2	i	0	1	-2	-0.3
> CCCOc1ccc(CCC(=O)O)cc1
  -7	-6	-0.4	1	-1	i	0	-26	-1	0.3
> Cc1ccc(-c2nc3c(Cl)cc(C(F)(F)F)cn3c2Cc2ccsc2)cc1
  8	.	-0.5	.	.	.	-1	.	-3	0.4
> COc1ccc(Cc2nnc(NC(=O)c3cc(OC)c(OC)c(OC)c3)s2)cc1OC
  -3	-12	-1.3	-1	2	i	-2	29	-2	1.6
> O=C(CCCN1C(=O)/C(=C/c2cccs2)SC1=S)Nc1ccc(C(=O)O)cc1
  -5	-1	-0.4	1	3	i	-16	-7	-16	1.9

Additional entries
Results follow in this order: NadD inh	MLLE-PAM2 inh	TbMetRS inhib	STEP block	DNMT1 block	Rpn11 inh	CSN inh	Scp1 inh	SUMO1-SIM PPI	LMPTP block
> CCCCNC(=O)N1CCN(c2ccnc3cc(Cl)ccc23)CC1
  -7	14	-0.4	1	-1	i	-1	-19	-7	1.3
> O=C(NC1CCCCC1)C(c1ccccn1)N(C(=O)c1csnn1)c1ccccc1 (stereo not drawn)
  -3	0	-0.2	-1	1	i	1	-10	-1	-1.0
> CCOC(=O)c1cnc2ncnn2c1N
  -7	3	0.3	3	0	i	-8	-8	1	-1.8
> COc1cccc(NC(=O)CN2CCN(CC(=O)Nc3ccccc3Cl)CC2)c1
  -4	4	0.1	-2	-5	i	-2	-10	-2	-1.2
> O=C(Nc1nonc1-c1ccc(F)cc1)c1ccco1
  -2	-6	0.0	-1	0	i	1	-2	1	-1.5
> Nc1cc(Cl)ccc1CN1C(=O)c2ccccc2C1=O
  7	0	-0.8	-1	0	i	-2	.	-18	1.4
> O=C(CS(=O)(=O)c1ccccc1)Nc1ccc(Br)cn1
  5	-1	-1.6	0	-2	i	2	3	0	-0.9
> O=C(CSc1nnnn1-c1cccnc1)Nc1ccccc1F
  1	0	0.0	2	0	i	0	-7	2	-0.2
> O=C(COc1ccc(Br)cc1CNCCc1ccccc1)NCc1ccccc1
  -3	-9	-0.1	0	3	i	3	-4	1	3.0
> O=C(/C=C/c1ccccc1)NNC(=O)c1cccs1
  -10	4	0.0	10	1	i	0	-4	-5	-1.5
> CCOc1ccc(S(=O)(=O)NCc2ccc3c(c2)OCO3)cc1C
  -5	-13	-0.4	2	-3	i	6	-8	-1	0.8
> COc1ccc2c(c1)[nH]c1c(=O)n(/N=C/c3ccc(OC)c(COc4ccccn4)c3)cnc12
  0	13	-0.3	2	-7	i	7	-4	-2	-1.8
> CC1=Nc2ccccc2N=C(NC(=O)CSC(=S)N2CCN(C)CC2)C1c1ccccc1 (stereo not drawn)
  -14	-26	-0.7	0	1	i	-1	-7	1	3.9
> CC(=O)N(c1ccccc1)c1ccc([N+](=O)[O-])cc1[N+](=O)[O-]
  -3	-6	-0.7	4	-9	i	0	-7	-28	-0.3
> Cc1ccccc1NC(=O)CSc1nnc(C)c2ccccc12
  2	-2	-0.2	2	0	i	1	-5	0	0.3

Looked up by structure from the entries so far (2):
Results follow in this order: NadD inh	MLLE-PAM2 inh	TbMetRS inhib	STEP block	DNMT1 block	Rpn11 inh	CSN inh	Scp1 inh	SUMO1-SIM PPI	LMPTP block
> O=C(COc1ccc(Br)cc1CNCCc1ccccc1)NCc1ccccc1
  -3	-9	-0.1	0	3	i	3	-4	1	3.0
> O=C(/C=C/c1ccccc1)NNC(=O)c1cccs1
  -10	4	0.0	10	1	i	0	-4	-5	-1.5

Additional entries follow:
Results follow in this order: NadD inh	MLLE-PAM2 inh	TbMetRS inhib	STEP block	DNMT1 block	Rpn11 inh	CSN inh	Scp1 inh	SUMO1-SIM PPI	LMPTP block
> COc1ccc(C(=O)N/N=C\c2ccc(OC)c(COc3ccccc3Br)c2)c(OC)c1
  22	-5	-0.1	2	-3	i	-1	-17	1	1.2
> Cc1ccccc1C(=O)N1CCC(n2nccc2NC(=O)CCOc2ccccc2)CC1
  -7	-9	-0.5	-2	-1	i	1	3	-3	0.2
> COc1cc(CNCc2ccco2)ccc1OCc1ccccc1
  -2	8	0.2	3	-6	i	2	-3	1	-1.2
> COc1cc(C2C3=C(CC(C)(C)CC3=O)N(C)C3=C2C(=O)CC(C)(C)C3)ccc1O
  4	-8	-0.9	0	-6	i	5	0	-10	0.9
> C=CCC[C@H](Cc1ccc(F)cc1)C(=O)OC[C@@H](Cc1c[nH]c2ccccc12)NC(=O)[C@H](CC=C)CC(=O)N(CCO)Cc1ccccc1
  -1	-3	-0.2	-3	-38	i	3	-9	-7	6.8
> CC(C)N(C(=O)CSc1nc2ccccc2n1Cc1ccccc1F)C(C)C
  8	-24	-1.4	1	0	i	2	1	-4	2.6
> O=C(O)/C(=C/c1ccc(Cl)c([N+](=O)[O-])c1)c1ccc(S(=O)(=O)N2CCCCC2)s1
  8	-6	-0.2	3	0	i	3	16	1	0.4
> O=C(O)c1ccc(-n2cc(C(=O)c3ccccc3O)cn2)cc1
  -4	2	-0.3	0	2	i	-2	0	11	-2.3
> NS(=O)(=O)c1ccc(CCNC(=O)CC(NC(=O)c2ccccc2Cl)c2ccccc2)cc1 (stereo not drawn)
  -2	8	-0.1	-1	-1	i	0	-2	0	1.4
> COc1cccc(N2CCN(CC(=O)C34CC5CC(CC(C5)C3)C4)CC2)c1
  -1	-22	-0.4	-1	-2	i	-9	-3	2	0.1
> CCN(C[C@H]1N[C@@](C)(C(=O)OC)[C@H]2C(=O)N(Cc3ccccc3)C(=O)[C@@H]12)C(=O)Nc1ccc(OC)cc1
  0	5	0.2	-4	-2	i	-6	-8	-4	-0.4
> Cc1c(NC(=O)C(C)C)cccc1-c1nc2ncccc2o1
  -3	1	0.1	-3	1	i	4	0	-1	-1.4
> CC(OC(=O)c1nsc(Cl)c1Cl)C(=O)NCc1ccc2c(c1)OCO2 (stereo not drawn)
  -1	-5	0.1	11	0	i	0	-5	1	-1.2
> O=C(NCC1CCCO1)c1ccc(S(=O)(=O)Nc2ccc(F)cc2)cc1 (stereo not drawn)
  -1	7	-0.2	1	0	i	-1	-6	-3	-1.0
> Cc1cccc(NC(=O)NC(C)CCc2ccccc2)c1 (stereo not drawn)
  -3	3	0.2	2	-2	i	1	-7	1	0.2
